# Source: PubChem
# NR2E3 ag-1: agonists of human NR2E3 nuclear receptor. Q9Y5X4. CHO-S Gal4-NCOR/VP16-NR2E3 two-hybrid, luciferase. inhibition of corepressor binding, % at 3.98 µM. actives 0.35% (n = 360,000). AID 602229;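 active means inhibition above the mean of all tested compounds plus 3 SD, cut at about 70% in these data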;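 further: 0% = DMSO with NR2E3 transfected cells and 100% = cells lacking NR2E3 construct; higher means lower luciferase signal from less NR2E3 corepressor binding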
# Target sequence (Q9Y5X4 whole entry, looked up, the tested form may be a part): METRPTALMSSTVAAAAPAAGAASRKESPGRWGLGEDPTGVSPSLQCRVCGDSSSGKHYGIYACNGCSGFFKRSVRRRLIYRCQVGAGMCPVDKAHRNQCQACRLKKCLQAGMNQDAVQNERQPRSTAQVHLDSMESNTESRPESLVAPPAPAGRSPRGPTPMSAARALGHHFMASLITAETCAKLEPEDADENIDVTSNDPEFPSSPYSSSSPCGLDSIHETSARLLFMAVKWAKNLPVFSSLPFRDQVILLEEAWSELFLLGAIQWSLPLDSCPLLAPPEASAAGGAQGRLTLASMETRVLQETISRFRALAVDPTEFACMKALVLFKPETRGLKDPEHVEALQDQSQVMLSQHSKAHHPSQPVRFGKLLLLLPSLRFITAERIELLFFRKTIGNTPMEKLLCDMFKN
# CaV13 ICDI inh: Primary screen for inhibitors of IQ motif and Ca2+-dependent inactivation inhibitor domain binding in CACNA1D, Förster resonance energy transfer in living cells, …; inhibition, % at 12.3 µM; HEK cells, CFP/YFP FRET ICDI-IQ, plate reader, 10 min; percent FRET-ratio fall versus neutral wells; actives 0.098% (n = 340,000);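 active means mean replicate inhibition of at least 30% and at least 1% of replicates passing that level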;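 further: 0% = median of the neutral control wells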
# NR2E3 ag-2: activates human photoreceptor nuclear receptor NR2E3 | Q9Y5X4 | GST-NR2E3/biotin-RetCOR TR-FRET, 1536-well | inhibition of corepressor binding, % at 4.78 µM | actives 0.12% (n = 320,000) | AID 2300;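 active means percent inhibition above the cutoff of mean plus 3 SD of all tested compounds, set per screening campaign, cut at about 20% in these data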;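 further: 0% = DMSO wells and 100% = biotin wells as full block of FRET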
#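 Material – GST-tagged NR2E3 plus biotinylated RetCOR corepressor · Quantity – NR2E3 fusion 1.35 nM · Times – 5 h incubation at 4 °C · Medium – pH 7.5 Tris-based buffer · Technique – TR-FRET, Eu(K)-anti-GST donor, streptavidin-D2 acceptor, ex 340, em 617/671 nm · Benchmarks – high control biotin, low control 0.6% DMSO · Format – 1536-well plates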
# Vif inh: HIV Vif inhibition. HEK293T cells, Vif self-association by quenched fluorescence, imaging, 24 h. inhibition, % at 7.49 µM. actives 0.35% (n = 340,000). AID 602346; in the data active means inhibition above about 50%, passing the limit was not always enough; further: some results filed as inactive read as strong as hits
# CF NFkB block: cystic fibrosis NF-kB activation inhibition. KKLEB NF-kB-GFP reporter, PAF-induced, GFP fluorescence overnight. inhibition, % at 5 µM. actives 0.86% (n = 360,000). AID 588850;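 active means at least 50% inhibition at 5 µM, scaled per plate between neutral and stimulator controls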;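 further: PAF is a Pseudomonas aeruginosa culture filtrate used as stimulus; plate controls were PAF-stimulated DMSO wells for no effect and unstimulated DMSO wells for full effect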
# Peg3 promoter: Peg3 promoter activity inhibition. HeLa PEG-Prom luciferase reporter, luminescence, overnight. inhibition, % at 20 µM. actives 1.7% (n = 360,000);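 active means inhibition of at least 50% at 20 µM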
# PDI inh: PDI (human) enzyme inhibition; P07237; PDI insulin aggregation turbidity, A650, 90 min; inhibition, % at 10 µM; actives 0.052% (n = 350,000); AID 588391;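 active means mean inhibition across replicates of 30% or more, whatever share of single replicates reach that level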;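 further: absorbance from insulin aggregation driven by PDI reduction with DTT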
# Target sequence (P07237 whole entry, looked up): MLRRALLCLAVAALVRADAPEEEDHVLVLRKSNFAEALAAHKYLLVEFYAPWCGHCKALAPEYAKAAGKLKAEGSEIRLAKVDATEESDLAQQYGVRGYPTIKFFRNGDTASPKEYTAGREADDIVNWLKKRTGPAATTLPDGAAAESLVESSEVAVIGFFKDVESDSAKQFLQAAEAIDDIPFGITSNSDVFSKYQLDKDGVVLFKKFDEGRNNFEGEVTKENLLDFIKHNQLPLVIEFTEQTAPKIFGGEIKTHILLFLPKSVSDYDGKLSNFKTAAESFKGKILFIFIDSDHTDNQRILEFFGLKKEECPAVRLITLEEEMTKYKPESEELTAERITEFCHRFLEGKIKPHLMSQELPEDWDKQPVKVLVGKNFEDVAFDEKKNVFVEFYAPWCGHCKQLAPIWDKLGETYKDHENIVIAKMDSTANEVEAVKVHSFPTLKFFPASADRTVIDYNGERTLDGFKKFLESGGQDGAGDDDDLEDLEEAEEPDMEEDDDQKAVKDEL
# KKLEB tox: counter-screen for CF NF-kB inhibitors: cytotoxicity | KKLEB CF airway cells viability, ATPlite luminescence, overnight; active compounds read low; cells stimulated with P. aeruginosa culture filtrate | activity change (cytotoxicity), % at 5 µM | actives 0.36% (n = 360,000) | AID 602141;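 active means corrected activity change at or below -50% at 5 µM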
# MITF TRPM1 inh: inhibitors of MITF-driven TRPM1 promoter in melanoma cells | inhibition, % at 12.5 µM | AID 488899 | SK-MEL-5 TRPM1 promoter luciferase, 24 h | actives 0.83% (n = 330,000);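 active means mean inhibition across replicates of 60% or more, whatever share of single replicates reaches that level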; further: values of inactives mirror those of a sister screen read the other way
# HIF-2a inh: blocks HIF-2a reporter activity. inhibition, % at 18.8 µM. actives 0.72% (n = 360,000). 786-0 RCC cells HIF-2a reporter, luciferase luminescence, overnight. AID 624352;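 active means inhibition of the luminescence signal of 40% or more relative to plate controls, in a single-dose primary screen at 18.75 µM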
# Shn3 inh set2: reduces Shn3 3'UTR luciferase signal in osteoblasts; Clone20 osteoblast Shn3 3'UTR firefly luciferase, 24 h; inhibition, % at 12.5 µM; actives 0.52% (n = 360,000); AID 588674;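 active means mean inhibition of at least 75% with every replicate also reaching 75%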;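 further: 0% = median of neutral control wells and 100% = pilot-screen positive control compound; some compounds past the cut are filed as inactive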
# * marks the source's active call; other numbers are inactive results; · = not tested or not shown. Rows were taken by chance, and some 3.3% of all compounds hit somewhere here.
Molecule	Vif inh	HIF-2a inh	NR2E3 ag-1	KKLEB tox	PDI inh	CF NFkB block	Shn3 inh set2	NR2E3 ag-2	Peg3 promoter	MITF TRPM1 inh	CaV13 ICDI inh
CCOC(=O)c1nnn(-c2ccc(OC)cc2)c1N	-2	-57	-10	-4	2	6	-16	0	-26	1	-4
NCc1ccccc1	18	4	1	-11	-2	14	-20	1	11	-5	-5
Cc1ccc(S(=O)(=O)NCc2nc(-c3ccccc3)no2)cc1	-8	6	-1	-15	-10	9	14	-1	18	4	-4
CN(C)c1ccc(/C=N/NC(=O)c2ccc(Cn3cc(Br)cn3)o2)cc1	0	-215	-24	4	-2	-22	-19	0	-188	-49	-7
COc1cccc(C(=O)NNC(=O)c2cccc3ccccc23)c1	-8	-66	-56	11	-1	-1	-3	·	-28	-24	-5
CC(=NNC(=S)Nc1cccc(C)c1)c1ccccn1	-3	-215	67	-7	-3	-12	93*	·	-55	72*	-8
CC(Cc1ccccc1)NC(=O)CSc1nc2nc3c(cc2c(=O)n1-c1ccccc1)COC(C)(C)C3 (configuration not stated)	-2	3	-11	2	3	-23	-10	1	23	4	-5
CC1(C)CC(=O)C=C(NC2=CC3OC(c4ccccc4)OCC3OC2=O)C1 (configuration not stated)	2	40	0	-8	-4	72*	7	-1	64*	71*	-5
COC(=O)c1cn(NC(=O)c2ccc(F)cc2)c(=O)c2ccccc12	-2	11	-22	5	-1	5	-85	0	-1	2	-4
Cc1cccc(C(=O)N2CCC(=O)N(C(COCc3ccccc3)Cc3ccccc3)CC2)c1 (configuration not stated)	-2	16	-11	14	6	13	2	-3	13	4	-5
Cc1c(C(=O)N2CCOCC2)c(S(=O)(=O)Nc2ccc(Br)cc2F)c(C)n1C	14	4	-2	-5	3	23	4	-1	6	10	-3
COc1ccc(/C=C/c2nnc(NC(=O)COc3ccc(C)cc3)s2)cc1	0	2	-33	4	-14	7	-19	1	-2	-14	-6

# Copied from above, two compounds:
Molecule	Vif inh	HIF-2a inh	NR2E3 ag-1	KKLEB tox	PDI inh	CF NFkB block	Shn3 inh set2	NR2E3 ag-2	Peg3 promoter	MITF TRPM1 inh	CaV13 ICDI inh
COc1cccc(C(=O)NNC(=O)c2cccc3ccccc23)c1	-8	-66	-56	11	-1	-1	-3	·	-28	-24	-5
CC(=NNC(=S)Nc1cccc(C)c1)c1ccccn1	-3	-215	67	-7	-3	-12	93*	·	-55	72*	-8

# Remaining list, next part
Molecule	Vif inh	HIF-2a inh	NR2E3 ag-1	KKLEB tox	PDI inh	CF NFkB block	Shn3 inh set2	NR2E3 ag-2	Peg3 promoter	MITF TRPM1 inh	CaV13 ICDI inh
Cc1cccn2c(=O)nc(SCC(=O)N3CCOCC3)nc12	-1	10	-16	5	3	-6	3	-1	-1	1	-6
COc1ccc(CNC(=O)c2cc(=O)c3c(C)cc(C)cc3o2)cc1	-2	15	-5	8	2	-6	8	3	6	7	-14
CCc1ccc(N(CC(=O)NCc2ccco2)C(=O)CCC(=O)Nc2ccccn2)cc1	1	0	-12	3	-9	-1	13	3	-1	2	-2
COc1ccc(NC2CCCN(C(=O)c3cccs3)C2)cc1 (configuration not stated)	-1	-36	-15	4	-10	-10	-2	1	-16	-16	-3
CC(C)(C)c1cc(C(F)(F)F)nc(SCCCNC(=O)c2ccco2)n1	-12	14	20	-4	-6	12	38	-5	20	2	-4
CC1=NN(c2ccccc2)C(=O)C1=Cc1ccccc1	·	7	5	-8	-4	8	-19	·	10	·	-6
CCCc1nc2ccc(C)cn2c1Cc1ccccc1OC	·	-78	-66	-10	·	2	14	·	-29	·	-5
Cn1c(Cc2cccc3ccccc23)nnc1SCc1ccc([N+](=O)[O-])cc1	9	7	-5	-14	0	14	9	-1	8	10	-18
Cc1cc(OCC(=O)N(C)Cc2ccccc2)ccc1Br	8	-215	-49	-13	-15	0	-71	·	-153	-37	-5
COc1ccc(C2(c3ccc(OC)cc3)NC(=O)N(CC(=O)NC3(C#N)CCCCC3)C2=O)cc1	13	-3	-27	-9	0	25	2	0	11	9	-6
CC(=O)Oc1ccc2occ(/C=N/c3cc(=O)[nH]c(=S)[nH]3)c(=O)c2c1	0	2	-43	19	9	-22	-23	2	19	8	-3
Cn1c(=O)c(C(=O)c2ccc(S(C)(=O)=O)c(Cl)c2Cl)c(O)c2ccccc21	-1	7	-13	-2	11	-23	9	-4	9	9	-5
O=C(COc1ccc2ccccc2c1)NNC(=O)c1cccs1	-6	17	-30	-4	-4	9	-6	-4	11	2	-4
O=S1(=O)CCN(Cc2cccnc2)CC1	2	11	6	-5	-4	18	-37	·	0	·	-5
CCCn1c(=O)c2ccccc2n2c(SCCOc3ccc(OC)cc3)nnc12	19	20	-9	-5	-8	13	13	1	16	3	-7
COc1cc(S(=O)(=O)n2nc(C)cc2C)ccc1Cl	1	7	-16	21	-4	-9	7	-1	8	14	-2
C=C(C)Cn1c(CCn2c3ccccc3c3ccccc32)n[nH]c1=S	-2	5	5	0	0	12	8	-2	5	-4	-5
O=[N+]([O-])c1cccc(CN2CCN(Cc3ccco3)CC2)c1	·	6	-13	-1	14	6	-7	0	-2	-13	-22
Oc1c(C(Nc2ccccn2)c2ccccn2)ccc2cccnc12 (configuration not stated)	28	-17	-39	-16	3	-4	84	3	54*	71*	-3
COC(=O)C1=C(C)NC(C)=C(C(=O)OC)C1C(=O)OCC(=O)N1CCCCC1C (configuration not stated)	32	2	14	13	1	8	7	·	-4	1	-5
CCN(CC)NC(=O)Nc1ccccc1	7	9	-5	-3	0	-8	5	3	1	-9	-5
Cc1ccc(S(=O)(=O)N2CCN(c3ccc(N4CCOCC4)nn3)CC2)cc1[N+](=O)[O-]	9	2	12	-12	1	-18	7	-3	8	11	-6
CC12CCC(=O)N1C(C(=O)NCc1ccccc1Cl)CS2 (configuration not stated)	7	8	-1	2	-7	1	-10	1	8	5	-6
O=C(CSc1nnc(-c2ccccc2)n1-c1ccccc1)N1c2ccccc2Sc2ccccc21	-4	13	-10	-26	-8	21	70	0	18	21	-4
Cc1ccc(CNC(=O)C2CCN(S(=O)(=O)c3ccc4c(c3)OCCCO4)CC2)cc1	13	12	10	2	2	-17	-14	1	21	-10	-2
COC(=O)c1ccc(CN(c2ccccc2OC)S(=O)(=O)c2cccs2)o1	14	8	31	-6	-6	-5	7	-6	15	-2	-2
COc1ccc(-c2csc(N3C(=O)C4C5c6ccccc6C(c6ccccc65)C4C3=O)n2)cc1 (configuration not stated)	-5	12	-7	1	-4	-1	1	3	12	10	-8
O=C(NCCCN1CCN(Cc2ccccc2)CC1)C1CCN(c2nnc(-n3cccc3)s2)CC1	-16	-43	-9	-4	-2	3	8	3	-22	3	·
CCOc1ccc(C2C3=C(CCCC3=O)Nc3ccc4ncccc4c32)cc1 (configuration not stated)	0	19	-8	-10	0	-46	-15	1	-8	6	-3
COc1cccc2c(=O)n(CC(=O)NC3CCCCC3)ccc12	-2	-13	-38	9	-15	-17	1	2	5	-7	-5
CCS(=O)(=O)n1c(Cc2cccs2)nc2ccccc21	-8	-28	-5	-2	-8	-4	-7	6	-24	16	-5
CNC[C@H]1Oc2c(NS(=O)(=O)c3ccc(OC)cc3)cccc2C(=O)N([C@H](C)CO)C[C@@H]1C	19	4	-6	3	5	-1	-4	·	8	-13	-4
CCNc1nc(NC(C)(C)C)nc(N(CC)n2cnnc2)n1	2	18	8	-4	-3	-7	-32	1	-50	-11	-4
CCCSc1nnc(NC(=O)c2sc3nc(-c4cccs4)ccc3c2N)s1	4	-97	-59	-18	0	6	-19	3	-99	-9	-17
COc1ccc(CCN(C)C2CCCN(S(C)(=O)=O)C2)cc1OC (configuration not stated)	-2	17	-16	10	-97	9	-32	1	6	1	-5
CCCCNc1nc2cccnc2s1	1	-145	-47	3	1	0	-26	3	-81	-38	-14
Cc1cc(NC(=O)/C=C/c2ccc(Cl)cc2)no1	-1	-133	-23	10	-2	-7	-56	-3	-98	-31	-6
CC1(C(=O)NS(=O)(=O)c2ccc3c(c2)CCO3)CCN1C(=O)c1ccccc1CCc1ccccc1 (configuration not stated)	-2	16	8	-9	2	-7	8	·	3	·	-5
CSc1ccc(S(=O)(=O)NCC(=O)OCC(=O)NCC2CCCO2)cc1[N+](=O)[O-] (configuration not stated)	-2	5	6	8	0	-9	-4	-2	2	11	-6

# An excerpt from above, reduced to KKLEB tox, NR2E3 ag-2 and CaV13 ICDI inh.
SMILES	KKLEB tox	NR2E3 ag-2	CaV13 ICDI inh
Cc1c(C(=O)N2CCOCC2)c(S(=O)(=O)Nc2ccc(Br)cc2F)c(C)n1C	-5	-1	-3
Cc1cc(NC(=O)/C=C/c2ccc(Cl)cc2)no1	10	-3	-6
COc1ccc(NC2CCCN(C(=O)c3cccs3)C2)cc1 (configuration not stated)	4	1	-3
O=C(CSc1nnc(-c2ccccc2)n1-c1ccccc1)N1c2ccccc2Sc2ccccc21	-26	0	-4
Cn1c(Cc2cccc3ccccc23)nnc1SCc1ccc([N+](=O)[O-])cc1	-14	-1	-18
